# Screening results from PubChem BioAssay.
# Growth percent in the NCI-60 one-dose screen (48 h, 10 µM unless noted): 100 = growth as untreated, 0 = no growth, -100 = all killed.
# HOP-92 = HOP-92 NSCLC cells. 6.3% of 71,000 active
# SK-MEL-5 = SK-MEL-5 melanoma; 6.4% of 80,000 active; AID 1794755
# M14 = M14 melanoma | 6.2% of 80,000 active
# HOP-62 = HOP-62 NSCLC. 3.9% of 80,000 active
# CCRF-CEM = CCRF-CEM leukemia; 7% of 77,000 active; AID 1794778
# A549/ATCC = A549/ATCC NSCLC; 3.7% of 81,000 active; AID 1794740
# SK-MEL-28 = SK-MEL-28 melanoma; AID 1794761; 4.1% of 81,000 active
# EKVX = EKVX NSCLC; 3% of 71,000 active
# The depositor's hits bear a star; · = not tested or not shown. Rule for the calls: active = growth percent below 10; inactive = the rest.
SMILES,HOP-92,SK-MEL-5,M14,HOP-62,CCRF-CEM,A549/ATCC,SK-MEL-28,EKVX
O=C(Nc1cc(=O)[nH]c(=O)[nH]1)C(Cl)Cl,98.8,101.5,106.0,105.5,96.0,97.4,110.8,114.0
COc1cc(-c2n[nH]nc2-c2cnccn2)cc(OC)c1OC,71.2,96.8,112.9,91.3,100.3,70.2,107.1,104.2
COc1ccc(/C=C/C(=O)c2ccc(O)c(CN3CCN(c4cc5c(cc4F)c(=O)c(C(=O)O)cn5C4CC4)CC3)c2)cc1OC,85.8,74.7,84.0,87.2,66.7,73.0,95.6,76.9
O=C1CN2C(c3ccccc3)=CSC2=N1,78.0,99.8,99.9,93.6,96.3,98.3,104.7,·
CCCOc1c(OC)cc2c3c1-c1cc4c(cc1CC3OCC2)OCO4 (stereo unspecified),120.1,88.8,98.5,107.8,83.2,82.7,101.3,·
CN1CCN(Cc2ccc(NC(=O)c3[nH]ncc3Nc3ncnc4sc5c(c34)CCCC5)cc2)CC1,-21.1*,-99.9*,-95.2*,-72.0*,-16.2*,-58.2*,-78.9*,-71.2*
COc1ccc(CN2C(=O)Cc3ccccc3-n3nc(C(C)(C)C)cc32)cc1,·,89.8,99.6,113.4,86.2,87.5,119.7,96.5
C[N+]1(C)CCOC(=O)C1,·,·,103.3,96.9,107.7,102.9,111.9,109.2
CCOC(=O)c1cc(=O)nc(N)s1,·,97.4,103.4,104.5,88.7,99.4,94.9,95.5
CC(=O)N1N=C2N(Cc3ccccc3)C(=O)c3c(sc4c3CCCC4)N2C1c1cn(-c2ccccc2)nc1-c1ccc(Cl)cc1 (stereo unspecified),81.0,102.3,100.3,98.6,92.4,95.9,104.2,87.9
COc1cccc(-c2oc3ccc(OC)cc3c(=O)c2O)c1,91.3,86.6,74.7,79.2,68.4,79.8,93.0,91.5
COc1cccc(NC(=O)Nc2ccc(Nc3ncnc4[nH]c(C)c(C)c34)cc2F)c1,100.3,98.6,102.7,94.0,99.8,106.2,110.5,102.8
CCn1cc(-c2nc(N)[nH]c(=O)c2C(C)=O)c(-c2ccc(Br)cc2)n1,107.4,101.9,96.5,82.1,110.5,90.1,101.9,91.8
CCCC(C)C(CC)(C(=O)OCC)C(=O)OCC (stereo unspecified),103.6,105.0,104.2,88.2,20.5,90.9,·,100.1
O=C(/C=C/c1ccc(OCc2ccccc2)cc1)c1nc2ccccc2[nH]1,89.7,99.5,94.5,103.8,96.7,103.1,111.0,99.8
Nc1c(-c2nc3ccc(Br)cc3c(=O)[nH]2)nnn1-c1ccccc1,94.7,102.3,·,87.0,93.3,74.8,96.2,100.9
CCOc1c(C#N)c(Nc2ccc(S(N)(=O)=O)cc2)c(C#N)c2nc(=O)nc(Nc3ccccc3)n12,116.1,93.8,98.5,116.3,68.0,102.7,109.3,96.4
O=C(NC1CCCCC1)OCc1c(COC(=O)NC2CCCCC2)c(-c2ccc(Cl)c(Cl)c2)n2c1CCC2,-1.5*,41.6,21.6,27.4,32.9,·,75.6,60.5
CC1=C(C)C(=O)N(Cc2ccccc2)C(c2cn(-c3ccccc3)nc2C)O1 (stereo unspecified),80.8,104.2,97.7,86.1,88.6,98.4,104.4,·
CCCCNc1ccccc1,71.8,100.6,112.5,101.6,94.9,103.5,112.3,105.9

# A different layout for part of the listing above:
mol	HOP-92	SK-MEL-5	M14	HOP-62	CCRF-CEM	A549/ATCC	SK-MEL-28	EKVX
CCCOc1c(OC)cc2c3c1-c1cc4c(cc1CC3OCC2)OCO4 (stereo unspecified)	120.1	88.8	98.5	107.8	83.2	82.7	101.3	·
CN1CCN(Cc2ccc(NC(=O)c3[nH]ncc3Nc3ncnc4sc5c(c34)CCCC5)cc2)CC1	-21.1*	-99.9*	-95.2*	-72.0*	-16.2*	-58.2*	-78.9*	-71.2*
COc1ccc(CN2C(=O)Cc3ccccc3-n3nc(C(C)(C)C)cc32)cc1	·	89.8	99.6	113.4	86.2	87.5	119.7	96.5
C[N+]1(C)CCOC(=O)C1	·	·	103.3	96.9	107.7	102.9	111.9	109.2
CCOC(=O)c1cc(=O)nc(N)s1	·	97.4	103.4	104.5	88.7	99.4	94.9	95.5
CC(=O)N1N=C2N(Cc3ccccc3)C(=O)c3c(sc4c3CCCC4)N2C1c1cn(-c2ccccc2)nc1-c1ccc(Cl)cc1 (stereo unspecified)	81.0	102.3	100.3	98.6	92.4	95.9	104.2	87.9
COc1cccc(-c2oc3ccc(OC)cc3c(=O)c2O)c1	91.3	86.6	74.7	79.2	68.4	79.8	93.0	91.5
COc1cccc(NC(=O)Nc2ccc(Nc3ncnc4[nH]c(C)c(C)c34)cc2F)c1	100.3	98.6	102.7	94.0	99.8	106.2	110.5	102.8
CCn1cc(-c2nc(N)[nH]c(=O)c2C(C)=O)c(-c2ccc(Br)cc2)n1	107.4	101.9	96.5	82.1	110.5	90.1	101.9	91.8
CCCC(C)C(CC)(C(=O)OCC)C(=O)OCC (stereo unspecified)	103.6	105.0	104.2	88.2	20.5	90.9	·	100.1
O=C(/C=C/c1ccc(OCc2ccccc2)cc1)c1nc2ccccc2[nH]1	89.7	99.5	94.5	103.8	96.7	103.1	111.0	99.8
Nc1c(-c2nc3ccc(Br)cc3c(=O)[nH]2)nnn1-c1ccccc1	94.7	102.3	·	87.0	93.3	74.8	96.2	100.9
CCOc1c(C#N)c(Nc2ccc(S(N)(=O)=O)cc2)c(C#N)c2nc(=O)nc(Nc3ccccc3)n12	116.1	93.8	98.5	116.3	68.0	102.7	109.3	96.4
O=C(NC1CCCCC1)OCc1c(COC(=O)NC2CCCCC2)c(-c2ccc(Cl)c(Cl)c2)n2c1CCC2	-1.5*	41.6	21.6	27.4	32.9	·	75.6	60.5

# (list continues)
SMILES,HOP-92,SK-MEL-5,M14,HOP-62,CCRF-CEM,A549/ATCC,SK-MEL-28,EKVX
Cc1[nH]c(C2CC(c3ccc(C(F)(F)F)c(F)c3)=NN2C)c(C)c1C(=O)O (stereo unspecified),88.8,98.5,99.5,100.5,97.6,97.7,108.8,92.1
COc1cc2cc(NCc3ccncc3)nc(C)c2cc1OC,87.2,95.2,82.0,62.0,111.9,78.9,99.2,96.3
CCCCC1CCCC12NC(=O)NC2=O (stereo unspecified),93.6,116.7,108.6,99.3,101.1,117.0,112.6,106.6
COc1ccc(/C(C)=C(\c2ccc(Cl)cc2)c2ccc(OCCCN(C)C)cc2)cc1F,92.0,84.1,·,52.8,48.2,57.2,37.8,85.4
O=S(=O)(C/C=C/CS(=O)(=O)c1ccccc1)c1ccccc1,116.3,101.4,102.4,104.9,116.7,87.8,107.6,114.2
CCCCCCCCN1C(=O)/C(=c2\sc3n(c2=O)NC2C(N=3)N(CC)C(=O)N2CC)c2ccccc21 (stereo unspecified),92.3,98.1,94.6,86.3,96.7,90.6,99.6,65.3
ClCCOCCOc1ccccc1-c1ccccc1,88.6,101.2,100.5,99.7,95.2,102.2,102.5,·
CCOP(=O)(OCC)c1nc(-c2ccc([N+](=O)[O-])cc2)oc1N(C)CCO,120.9,93.7,102.9,101.5,·,100.8,97.0,85.5
O=C(/C=C/c1ccc(Cl)cc1)c1ccc(-n2cc(CN3CCN(c4cc5c(cc4F)c(=O)c(C(=O)O)cn5C4CC4)CC3)nn2)cc1,84.8,81.6,88.7,85.5,74.6,89.0,85.4,96.6
c1ccc2c(-c3nc(N4CCOCC4)c4c5c(sc4n3)CCCCCC5)cccc2c1,·,94.0,109.6,101.0,96.9,97.7,104.5,·
NC[C@H]1O[C@@H](n2cnc3c(=O)[nH]c(N)nc32)[C@H](O)[C@@H]1O,94.2,101.0,·,102.3,98.7,101.4,101.5,98.5
Cc1ccc(S(=O)(=O)NCc2ccccc2)cc1,100.5,107.9,111.3,101.4,106.8,113.6,125.0,121.3
Cc1cccc(NC(=O)c2cc3nc4c(c(C(F)(F)F)n3n2)CCc2ccccc2-4)n1,103.8,94.2,100.8,87.9,97.7,64.3,103.0,94.1
c1ccc(CCCc2ccnc3ccccc23)nc1,·,90.2,118.2,88.2,82.6,95.7,105.2,83.6
CN1C(=O)N(C)C2C1NC(=O)N2CC(=O)NN (stereo unspecified),107.9,104.6,98.5,106.2,·,103.2,104.6,101.1
CC(C)(C)c1nn(-c2ccccc2)c2c1CC1(CN2Cc2ccc3c(c2)OCO3)C(=O)c2ccccc2C1=O,97.2,99.2,120.1,97.3,85.2,79.4,115.6,119.1
O=S(=O)(NCCCNc1nccc(-c2c(-c3cccc(F)c3)nc3sccn23)n1)c1cccc(F)c1,74.8,13.5,28.6,61.3,24.7,49.3,68.3,52.4
O=C(Nc1cc(C(F)(F)F)ccc1Cl)ON1CCCCC1,96.8,114.5,107.5,99.1,103.6,105.3,114.2,103.0
O=C(NC1=Nc2ccccc2C(=O)NN1)c1ccc(Cl)cc1,115.7,97.2,103.9,100.8,112.9,101.8,103.2,·
CC(C)c1cccc(C(C)C)c1NC(=O)Nc1ccc(Cl)cc1Cl,·,92.9,91.2,·,·,73.7,93.4,·
COc1ccc(C(=O)Nc2ccc(N(C)C)cc2)cc1,103.5,98.8,102.2,91.3,94.0,68.9,112.4,105.4
Cc1cc(C)c(N=Nc2cc(C)c(N)cc2C)c(S(=O)(=O)O)c1,89.1,104.0,98.3,82.2,61.4,97.0,110.4,85.6
C1=C2CCCC3=Cc4ccccc4OC23Oc2ccccc21,61.4,20.0,19.2,41.6,18.3,32.7,54.2,57.8
O=c1c2c(c3ccccc3n1-c1ccccc1)NC(=S)NC2c1ccc(Cl)cc1 (stereo unspecified),·,1.1*,29.1,29.3,7.4*,31.7,48.2,20.0
OCC1OC(n2cnc3ccccc32)CC1O (stereo unspecified),100.2,106.6,95.6,101.1,101.7,100.6,120.3,101.3
CCN(CC)CCC(CNc1c(C)cnc2cc(Cl)ccc12)c1ccc(Cl)c(Cl)c1 (stereo unspecified),·,-92.3*,-64.5*,68.8,30.3,64.1,-75.3*,73.5
CC/C(=C(/c1ccc(Cl)cc1)c1ccc(OCCN2CCCC2)cc1)c1ccc(Cl)cc1,108.2,108.0,92.6,92.9,96.6,85.2,102.2,91.2
COc1ccc(-c2ccnc3c(C#N)c(Nc4ccccc4)nn23)cc1,·,93.8,112.0,104.9,107.5,102.7,102.4,103.6
CN(CCO)Cc1ccc(Cl)cc1,·,108.4,99.0,95.5,93.1,105.4,112.8,105.6
Cc1ccc(-c2cc(-c3ccccn3)n(C3=NCC(=O)S3)n2)cc1,102.6,104.7,108.3,95.0,113.8,108.0,116.5,57.7
CCOC(=O)CCc1nc2ccccc2[nH]1,103.5,103.3,89.4,97.7,112.7,100.3,101.4,100.5
N#CCCc1c(O)ccc2ccccc12,74.8,108.0,121.0,102.7,109.4,102.0,119.5,117.1
CC(=S)NC(=O)C(=O)/C=C1/NC(=O)C(=O)S1,96.5,103.7,106.1,100.3,106.9,111.3,106.5,100.1
NC(=O)NC(=O)c1ccccc1,75.9,105.3,101.9,98.3,109.9,107.2,106.7,120.4
COc1cc(OC)cc(C(=O)NCCCl)c1,·,97.7,106.0,104.2,92.8,110.4,100.6,·
COc1cc(/C=N/NC(=O)CN2CCN(c3cc4c(cc3F)c(=O)c(C(=O)O)cn4C3CC3)CC2)cc(OC)c1OC,92.7,98.9,94.9,87.6,99.5,90.3,106.1,106.1
COc1ccc(C2C3=C(COC3=O)N(CCO)c3cc4c(cc32)CCC4)cc1OC (stereo unspecified),91.9,28.0,-18.4*,31.6,18.6,19.5,·,23.3
Cc1cc(C)cc(NC(=O)CSc2nnc(-c3ccc(NC(=O)c4cccnc4)cc3)o2)c1,101.5,99.6,111.5,101.1,66.0,100.9,122.2,110.7
Cc1ccc(NC(=O)c2cc(-c3nc4ccccc4s3)c(=O)n(NS(=O)(=O)c3ccc(Cl)cc3)c2N)cc1,102.8,97.8,99.4,106.2,103.9,100.1,114.6,92.1
C=CCc1c(O)c(C(=O)/C=C/c2ccccc2)c(OC)c2ccoc12,47.3,33.3,59.3,88.0,21.3,44.7,64.6,64.6
O=C(c1ccccc1)c1ccncc1,·,100.9,105.0,97.4,116.5,100.9,103.4,101.9
O=C(CSc1nc2ccccc2c(=O)n1-c1ccc(Cl)cc1)N/N=C/c1ccc(Oc2ccc(Br)cc2)cc1,105.5,100.9,105.3,107.0,96.5,107.4,112.4,99.1
O=C(Cn1cc(CO)nn1)Nc1nc(-c2ccc(Cl)cc2)cs1,109.3,102.2,·,101.3,98.8,96.5,105.3,91.8
CC(C)(C)OC(=O)NS(=O)(=O)N(c1cccc(F)c1)C1CCN(C(=O)OC(C)(C)C)CC1,67.1,107.8,100.2,92.5,92.1,100.7,112.9,105.5
Cn1nc(C(F)(F)F)cc1-c1cc(Cl)c(OCc2ccc(Cl)cc2)c(-c2ccc(Cl)c(C(F)(F)F)c2)c1O,-25.8*,-53.3*,-13.5*,-28.6*,9.9*,13.2,13.7,4.6*
CC(=O)NC1(C(=O)O)CCCC1,·,111.7,110.0,117.1,96.4,126.1,88.6,112.0
S=C(Nc1ccccc1)N1CCN(C(=S)Nc2ccccc2)CC1,·,108.4,89.8,82.0,·,97.8,107.2,91.2
CC(=O)CC(C)=Nc1ccc(Cl)cc1,·,79.8,77.8,104.3,·,65.5,112.9,70.8
O=C(NCCO)c1ccncc1,77.7,102.0,106.8,99.8,95.0,92.1,106.6,101.6
O=C(N/N=C/c1ccc2c(c1)CCC2)c1ccccc1[N+](=O)[O-],88.2,86.3,96.0,72.6,86.8,91.9,97.0,98.9

# (further entries)
SMILES,HOP-92,SK-MEL-5,M14,HOP-62,CCRF-CEM,A549/ATCC,SK-MEL-28,EKVX
CCOc1nn2c(CCC(=O)c3nc4ccccc4[nH]3)nnc2s1,56.3,97.9,53.4,28.7,·,98.5,73.9,103.7
COc1cc(/C=N/Nc2ccc(F)cc2F)cc(OC)c1OC,108.8,96.7,56.3,94.5,50.6,74.2,100.4,78.1
CCOC(=O)c1cc(C(=O)OCC)cc(C(=O)OCC)c1,84.6,96.0,102.4,83.6,42.6,97.1,111.5,104.1
CC1C(c2ccccc2)=Nn2c(=O)n(-c3ccccc3)c(=O)n21 (stereo unspecified),79.8,96.9,107.7,113.2,101.5,96.3,106.7,·
CCC(CC)=NOC(=O)Nc1ccccc1,86.8,100.9,104.3,94.7,·,98.6,112.1,96.3
O=C(Nc1ccc(F)cc1)N1CCOCC1,119.1,100.9,116.1,102.9,102.9,101.1,120.8,110.4
